# HPDE-C7 cytotoxicity: HPDE-C7 pancreatic duct cell viability loss – fluorescence, HTS (AID 430); HPDE-C7 pancreatic duct cells viability, fluorescence; higher % means a stronger effect; cytotoxicity, % at 10 µM; hits with a dose series show EC50 in µM; 1.8% of 63,000 active;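 note: cells exposed to compound for 48 hours before viability readout; 0% = vehicle and 100% = reference cytotoxic drug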
# Spn PMK inh: inhibitors of Streptococcus pneumoniae phosphomevalonate kinase | AID 539 | purified PMK, PK/LDH-coupled NADH absorbance 340 nm | inhibition, % at 10 µM | 0.49% of 65,000 active;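 active = top-ranked compounds by inhibition in the single 10 µM screen, taking a fixed number of the strongest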;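 note: 0% = full reaction with DMSO carrier and 100% = background rate without enzyme reaction; no value below 0 was filed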
# LYP phosphatase: inhibition of human PTPN22 tyrosine phosphatase – biochemical, DiFMUP fluorescence, recombinant catalytic domain, 10 µM, primary screen (AID 606); 52,000 tested, under 10 active; recombinant LYP catalytic domain, DiFMUP fluorescence; higher % means a stronger effect; inhibition, % at 10 µM, or IC50 in µM where a hit was titrated;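 active = IC50 under 40 µM in the dose-response test; inactive = IC50 of 40 µM or more, or never dose-tested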
# MK inhibit: inhibitors of Streptococcus pneumoniae mevalonate kinase; purified MK, PK/LDH-coupled NADH absorbance 340 nm; inhibition, % at 10 µM; 0.48% of 65,000 active;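 active = ranked among the strongest by inhibition in the single 10 µM screen, a fixed top-ranked set picked for dose follow-up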; note: no value below 0 was filed
# Bfl-1 displacement: Bfl-1 inhibitors, primary screen, biochemical, fluorescence polarization, FITC-Bid, mouse (AID 432). FITC-Bid BH3 peptide fluorescence polarization displacement; higher % means a stronger effect. displacement, % at 20 µM, or IC50 in µM where a hit was titrated. 0.02% of 64,000 active; in the data active = a potency from the dose series; inactive = the rest, 99 in 100 with displacement below about 15%; note: strong numbers were not always called active
# HT1080 viability: cytotoxicity in HT1080 fibrosarcoma cells, cell-based, fluorescence readout (AID 620); cytotoxicity, % at 10 µM, or EC50 in µM where a hit was titrated; 0.42% of 87,000 active; HT1080 viability, fluorescence; higher % means a stronger effect;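 note: cells exposed to compound overnight then 4 h with Alamar Blue; 0% = vehicle DMSO and 100% = killing control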
# TNAP inhibition: inhibition of tissue-nonspecific alkaline phosphatase – biochemical, luminescent (AID 518); purified TNAP enzyme, luminescent substrate readout; higher % means a stronger effect; inhibition, % at 20 µM; hits with a dose series show IC50 in µM; 0.09% of 64,000 active; in the data active = a potency from the dose series; inactive = the rest, 99 in 100 with inhibition below about 22%;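 note: plate controls were vehicle for no effect and reference inhibitor for full effect; many of its hits are not listed in these tables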
# DPM-DC inhibit: S. pneumoniae DPM-DC inhibition; AID 556; 0.49% of 65,000 active; calls only at 10 µM; purified DPM-DC, PK/LDH coupled NADH fluorescence;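 active = the 320 compounds with the highest percent inhibition in the single-dose primary screen, excluding strongly autofluorescent ones, cut at about 32% in these data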;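 note: kinetic rate of NADH fluorescence loss reporting ADP formed by the decarboxylase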
# HPDE-C7K KRASV12: cytotoxicity in KRAS-transformed pancreatic duct cells, primary screen, cell-based, fluorescence, HTS (AID 431). HPDE-C7K KRASV12 cells, Alamar Blue viability, 48 h; higher % means a stronger effect. cytotoxicity, % at 10 µM, or EC50 in µM where a hit was titrated. 1.7% of 63,000 active;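 active = compounds whose percent cytotoxicity in the single-dose primary screen, scaled between solvent and toxic-drug controls, exceeds 50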;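 note: 0% = DMSO solvent wells and 100% = doxorubicin-treated wells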
# Spn PMK inh pilot replicates: second read-out of Spn PMK inh, no call of its own (marks repeat the call); inhibition, %; measured here: pilot screen replicates
# MK inhibit pilot replicates: further read-out of MK inhibit, marked with its call; inhibition, %; measured here: pilot screen replicates
# DPM-DC inhibit pilot screen %: second read-out of DPM-DC inhibit, no call of its own (marks repeat the call); inhibition, %; measured here: pilot screen trials
# Numbers without * were called inactive; i = inactive; nt = not tested or not shown. Cut-off read from the data, not from the text of the source, unless noted: active = cytotoxicity above about 50%; inactive = the rest.
SMILES,HPDE-C7 cytotoxicity,Spn PMK inh,LYP phosphatase,MK inhibit,Bfl-1 displacement,HT1080 viability,TNAP inhibition,DPM-DC inhibit,HPDE-C7K KRASV12,others
Cc1nc2sc(C(c3ccc(Cl)cc3)N3CCN(CCO)CC3)c(O)n2n1 (stereo not given),3.1%,12.0,7.6%,9.0,11.5%,-10.2%,6.3%,i,5.4%,
CCOC(=O)Cn1c(=O)n(CC(=O)OCC)c2ccccc21,-3.9%,8.0,nt,12.0,-9.3%,2.4%,6.9%,i,-4.0%,
O=C(NC1CCCCC1)N1CCCCCCC1,-3.8%,14.0,nt,0.0,-7.3%,-6.9%,-2.3%,i,-4.9%,
COc1ccccc1NC(=O)CSc1ccc2nnc(-c3cccnc3)n2n1,-4.6%,3.0,-12.4%,4.0,3.4%,0.9%,6.8%,i,5.7%,
CCN(CC)S(=O)(=O)c1cccc2c(N(C)C)cccc12,-15.7%,16.0,7.4%,0.0,-0.6%,-12.9%,-0.5%,i,4.3%,Spn PMK inh pilot replicates=3.0;MK inhibit pilot replicates=0.5;DPM-DC inhibit pilot screen %=20.5
Cc1cc(=S)cc(C)n1CCCO,-7.1%,12.0,9.1%,0.0,-6.0%,-0.6%,12.4%,i,4.7%,
Cc1cc(C(=O)CN2C(=O)NC3(CCCc4ccccc43)C2=O)c(C)n1Cc1cccs1 (stereo not given),10.9%,14.0,-2.2%,2.0,-2.9%,-4.3%,10.2%,i,11.9%,
O=C(Cc1ccc(Br)cc1)N1CCCCCC1,-18.1%,5.0,nt,3.0,-0.3%,-6.2%,6.3%,i,-19.0%,Spn PMK inh pilot replicates=0.5;MK inhibit pilot replicates=0.0;DPM-DC inhibit pilot screen %=0.0
CC(=O)N1CCc2cc(S(=O)(=O)NCCC3=CCCCC3)ccc21,-5.7%,13.0,nt,0.0,-13.7%,-7.0%,7.7%,i,0.5%,Spn PMK inh pilot replicates=3.0;MK inhibit pilot replicates=5.5;DPM-DC inhibit pilot screen %=7.5
CSC1=N/C(=C\c2ccc(C)o2)C(=O)S1,-12.8%,7.0,nt,10.0,-0.4%,-3.8%,11.3%,i,2.6%,
CN1CCN(C2=Nc3cc(Cl)ccc3Nc3ccccc32)CC1,5.6%,7.0,11.1%,10.0,-4.7%,19.3%,13.7%,i,-10.1%,Spn PMK inh pilot replicates=9.0;MK inhibit pilot replicates=0.0;DPM-DC inhibit pilot screen %=0.5
Cc1ccc(N2CC(c3nc4ccccc4[nH]3)CC2=O)c(C)c1 (stereo not given),-3.5%,13.0,1.1%,4.0,-6.2%,5.9%,-0.7%,i,-1.8%,
N=c1c(C(=O)NCc2ccc(F)cc2)cc2c(=O)n3ccccc3nc2n1CCCN1CCOCC1,13.7%,14.0,4.7%,1.0,3.9%,8.8%,22.1%,nt,12.0%,Spn PMK inh pilot replicates=1.0;MK inhibit pilot replicates=1.5
CCCn1c(SCC#N)nc2c(c1=O)C1(CCCC1)Cc1ccccc1-2,47.8%,9.0,-7.9%,0.0,1.1%,-4.0%,18.7%,i,45.0%,
CC1=C(C(=O)OC(C)(C)C)C(c2ccco2)C(C#N)=C(N)O1 (stereo not given),2.6%,5.0,7.3%,6.0,5.7%,3.1%,4.2%,i,-14.2%,
O=C(NCC1CCCO1)c1c(O)c2cccc3c2n(c1=O)CCC3 (stereo not given),-16.9%,5.0,2.2%,9.0,-2.4%,nt,8.7%,i,-13.2%,
O=c1c2sc3nc(N4CCOCC4)c4c(c3c2ncn1Cc1ccco1)CCCC4,1.4%,8.0,3.6%,0.0,3.0%,-15.5%,6.4%,i,-5.0%,
O=C(NCc1ccccn1)C1CCCN(S(=O)(=O)c2cccc3nsnc23)C1 (stereo not given),-14.2%,11.0,8.8%,3.0,-13.6%,18.2%,3.3%,i,-6.4%,
COC(=O)c1ccc(COC(=O)c2c(C)nn(Cc3ccccc3Cl)c2Cl)o1,-3.2%,13.0,9.1%,6.0,3.3%,-4.8%,21.0%,i,-4.9%,Spn PMK inh pilot replicates=5.0;MK inhibit pilot replicates=2.0;DPM-DC inhibit pilot screen %=0.0
Cc1ccc(-c2sc(C)nc2CC(=O)O)cc1,0.4%,13.0,4.2%,0.0,-2.0%,8.4%,12.3%,i,1.6%,
c1ccc(SCc2nc(-c3ccccn3)no2)cc1,-5.0%,6.0,nt,10.0,-2.7%,-0.5%,12.6%,i,-6.5%,
O=C(COC(=O)C1COc2ccccc2O1)Nc1ccc2c(c1)CCC2 (stereo not given),4.7%,16.0,8.5%,8.0,-7.5%,-4.2%,5.3%,i,1.6%,
COc1ccc(OC)c(NS(=O)(=O)c2ccc(N3CCCC3=O)cc2)c1,75.9%*,17.0,1.9%,1.0,-7.6%,60.6%*,8.3%,i,79.5%*,
CC1CCCN(S(=O)(=O)c2ccc(Br)s2)C1 (stereo not given),-17.4%,13.0,15.5%,10.0,1.5%,7.8%,-7.7%,i,-16.5%,
Brc1cc2c(cc1COc1ccc(-c3nn[nH]n3)cc1)OCO2,-2.9%,10.0,0.7%,2.0,-9.6%,-3.0%,10.0%,i,-2.6%,
COc1ccccc1N=c1oc2cc(O)ccc2cc1C(=O)NCC1CCCO1 (stereo not given),6.2%,16.0,10.1%,0.0,-2.2%,3.9%,3.8%,i,7.0%,
CCn1c(=O)cc(SCC(=O)N2CCN(Cc3ccc4c(c3)OCO4)CC2)c2ccccc21,19.0%,10.0,nt,0.0,-8.2%,4.2%,7.7%,i,11.5%,
O=C(NC1CCCCC1)c1ccc(CS(=O)(=O)Cc2ccccc2F)o1,-6.3%,14.0,0.6%,0.0,8.1%,4.4%,0.5%,i,2.7%,
Cn1c(-c2cc(Br)ccc2O)n[nH]c1=S,-12.4%,4.0,4.7%,0.0,2.4%,-4.2%,9.5%,i,0.6%,Spn PMK inh pilot replicates=0.0;MK inhibit pilot replicates=3.5;DPM-DC inhibit pilot screen %=0.0
CCCCn1c(=O)n(CC(=O)NCc2ccc(C)cc2)c(=O)c2c1nc(CO)n2CCC,-12.3%,4.0,nt,11.0,-3.5%,-3.2%,4.5%,i,-1.1%,
CCOc1ccc(/C(O)=C2/C(=O)C(=O)N(CC3CCCO3)C2c2ccc(C)o2)cc1 (stereo not given),-18.1%,5.0,14.6%,8.0,9.8%,-10.5%,-0.9%,i,-28.0%,
COc1cc(C(=O)N(Cc2ccc(N(C)C)cc2)C2CCS(=O)(=O)C2)cc(OC)c1OC (stereo not given),-32.4%,0.0,12.4%,4.0,-1.5%,8.3%,1.5%,i,-22.3%,
Cc1ccc2nsnc2c1S(=O)(=O)N(CCO)Cc1cc2cc3c(cc2[nH]c1=O)OCCO3,-2.3%,5.0,4.0%,10.0,1.9%,0.8%,15.5%,i,1.2%,
CCOC(=O)c1ccc(N2C(=O)CC(N3CCN(C(=O)c4ccco4)CC3)C2=O)cc1 (stereo not given),15.1%,12.0,18.4%,9.0,-3.7%,2.1%,4.1%,i,23.0%,
COc1ccccc1CNC(=O)CCC(=O)Nc1nnc(C)s1,23.8%,9.0,nt,5.0,-5.4%,6.0%,11.3%,i,8.4%,
O=C(Cn1c(=O)c2c(ncn2Cc2ccccc2)n(Cc2ccccc2)c1=O)N1CCCC1,-1.1%,14.0,-4.7%,0.0,5.8%,4.1%,2.4%,i,6.7%,
Cc1ccccc1C(=O)NC1CCN(Cc2nnnn2Cc2ccccc2)CC1,-6.3%,18.0,11.1%,0.0,-0.6%,-3.7%,12.4%,i,9.9%,Spn PMK inh pilot replicates=1.0;MK inhibit pilot replicates=0.0;DPM-DC inhibit pilot screen %=0.0
Cc1ccc(CN2CCN(C(=O)CCN3C(=O)c4ccccc4C3=O)CC2)cc1,0.4%,0.0,5.4%,1.0,-4.2%,6.3%,5.6%,i,11.4%,
O=C(Nn1c(=O)[nH]c2ccsc2c1=O)c1ccccc1,-21.3%,0.0,12.2%,0.0,-5.1%,-9.4%,2.1%,i,-3.3%,
COCCN1C(=O)C(CC(=O)Nc2ccc(C(=O)O)cc2)SC1=Nc1ccccc1 (stereo not given),-2.6%,0.0,9.3%,3.0,2.1%,24.2%,-0.5%,i,-3.6%,

# Fetched one by one from above:
SMILES,HPDE-C7 cytotoxicity,Spn PMK inh,LYP phosphatase,MK inhibit,Bfl-1 displacement,HT1080 viability,TNAP inhibition,DPM-DC inhibit,HPDE-C7K KRASV12,others
CCn1c(=O)cc(SCC(=O)N2CCN(Cc3ccc4c(c3)OCO4)CC2)c2ccccc21,19.0%,10.0,nt,0.0,-8.2%,4.2%,7.7%,i,11.5%,
COCCN1C(=O)C(CC(=O)Nc2ccc(C(=O)O)cc2)SC1=Nc1ccccc1 (stereo not given),-2.6%,0.0,9.3%,3.0,2.1%,24.2%,-0.5%,i,-3.6%,
CCOC(=O)c1ccc(N2C(=O)CC(N3CCN(C(=O)c4ccco4)CC3)C2=O)cc1 (stereo not given),15.1%,12.0,18.4%,9.0,-3.7%,2.1%,4.1%,i,23.0%,
Cc1ccc2nsnc2c1S(=O)(=O)N(CCO)Cc1cc2cc3c(cc2[nH]c1=O)OCCO3,-2.3%,5.0,4.0%,10.0,1.9%,0.8%,15.5%,i,1.2%,

# (continued)
SMILES,HPDE-C7 cytotoxicity,Spn PMK inh,LYP phosphatase,MK inhibit,Bfl-1 displacement,HT1080 viability,TNAP inhibition,DPM-DC inhibit,HPDE-C7K KRASV12,others
CN(C)c1nc2c(c(=O)n(C)c(=O)n2C)n1CC(=O)c1cccs1,-6.9%,0.0,2.0%,7.0,3.3%,nt,7.9%,i,0.9%,
Cc1nc(NC(C)C(=O)O)c2nc(C)oc2n1 (stereo not given),-25.4%,7.0,4.1%,0.0,-1.7%,2.2%,3.7%,i,-13.2%,
COCCN1C=C(C(=O)OC)C(c2cc(Br)c(OC)c(OC)c2)C(C(=O)OC)=C1,-3.4%,4.0,-2.5%,8.0,-2.5%,-10.1%,-11.1%,nt,6.0%,
O=C(COC(=O)c1ccco1)Nc1cccc(Br)c1,-6.9%,16.0,-7.2%,3.0,-3.5%,-1.7%,8.6%,i,-2.6%,
O=C(c1ccco1)N1CCCN(C(=O)c2ccco2)CC1,-6.8%,16.0,3.8%,7.0,-4.4%,2.6%,-2.7%,i,-0.1%,
O=C(O)CSc1nnc(Cn2cnc3ccccc32)n1CCc1ccccc1,-1.9%,7.0,11.3%,6.0,0.9%,0.2%,5.2%,i,9.5%,
CCC(c1nnnn1Cc1ccccc1)N(Cc1ccco1)Cc1cc2cc(OC)ccc2[nH]c1=O (stereo not given),18.0%,20.0,-4.7%,9.0,-4.2%,-2.3%,9.6%,i,22.2%,
OC(Cn1cncn1)c1ccc(Cl)cc1 (stereo not given),-33.9%,3.0,nt,10.0,-7.3%,0.0%,10.2%,i,-1.2%,
COC(=O)[C@H](C)NC(=O)Nc1ccc(OC(F)(F)F)cc1,-4.4%,17.0,-3.4%,9.0,-5.4%,8.7%,7.1%,i,-19.1%,
CCOc1ccc(S(=O)(=O)N(C)CCO)cc1-c1nc2c(C(C)(C)C)nn(C)c2c(=O)[nH]1,31.8%,1.0,1.1%,3.0,-10.0%,3.6%,4.7%,i,30.7%,

# Assay outcomes as filed in PubChem BioAssay.
